KinaseGlo FLuc: Counterscreen for Luciferase (Kinase-Glo TM) Inhibition. Luciferin 4-monooxygenase (Photuris pensylvanica), Q27757. Kinase-Glo luciferase, ATP luminescence, 8 min. Potency, µM (highest dose often 38.3 µM), inactives show at the highest dose activity change, negative = inhibition, most hits filed as inhibitors. 200,000 tested, 0.28% active. AID 1379, 2008; note: potency is the fitted concentration of half-maximal effect; % is set by controls: 0 for no effect and ±100 for the full control effect; nearly all actives have a fitted effect of over 60% in size
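Kinase-Glo luciferase light output from ATP and luciferin was measured with 10 uM ATP, within the enzyme's linear range. Buffer: 50 mM imidazole pH 7.2, 50 mM KCl, 7 mM MgCl2, 0.01% Tween 20, 0.05% BSA; luminescence read after 8 min at ambient temperature.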
NPSR antagonist: qHTS Assay for Antagonists of the Neuropeptide S Receptor: cAMP Signal Transduction; 220,000 tested, 1% active; CHO-NPSR cells, cAMP TR-FRET, antagonist mode; Q6W5P4; Potency, µM (series often up to 38.3 µM), for the others: top-dose activity change, negative = inhibition, most hits filed as inhibitors; note: potency is the fitted concentration of half-maximal effect; % is set by controls: 0 for no effect and ±100 for the full control effect; nearly all actives have a fitted effect of over 50% in size; many of its hits are not listed in these tables
Target sequence (Q6W5P4 whole entry, looked up): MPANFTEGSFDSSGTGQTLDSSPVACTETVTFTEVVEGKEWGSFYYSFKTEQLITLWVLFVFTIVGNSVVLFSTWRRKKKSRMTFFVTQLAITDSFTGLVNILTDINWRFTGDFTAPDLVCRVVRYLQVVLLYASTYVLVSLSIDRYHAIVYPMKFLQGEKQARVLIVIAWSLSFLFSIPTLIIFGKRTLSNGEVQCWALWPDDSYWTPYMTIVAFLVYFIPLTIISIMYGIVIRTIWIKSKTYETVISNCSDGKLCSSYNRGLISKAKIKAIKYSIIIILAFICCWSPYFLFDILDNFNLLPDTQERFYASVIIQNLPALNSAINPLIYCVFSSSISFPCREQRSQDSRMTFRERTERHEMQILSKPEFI
CBFb-RUNX1 inh: qHTS Assay for Compounds Blocking the Interaction Between CBF-beta and RUNX1 for the Treatment of Acute Myeloid Leukemia; Runt-related transcription factor 1 (Homo sapiens) + Core-binding factor subunit beta …; AlphaScreen CBFb-His/RUNX1-biotin binding, biochemical; 230,000 tested, under 10 active; AID 1477, 2009; Potency, µM (series often up to 59.8 µM), for the others: top-dose activity, negative = inhibition, usual class: inhibitors; note: % of control where 0% means no effect
Target sequence (Q01196 whole entry, looked up): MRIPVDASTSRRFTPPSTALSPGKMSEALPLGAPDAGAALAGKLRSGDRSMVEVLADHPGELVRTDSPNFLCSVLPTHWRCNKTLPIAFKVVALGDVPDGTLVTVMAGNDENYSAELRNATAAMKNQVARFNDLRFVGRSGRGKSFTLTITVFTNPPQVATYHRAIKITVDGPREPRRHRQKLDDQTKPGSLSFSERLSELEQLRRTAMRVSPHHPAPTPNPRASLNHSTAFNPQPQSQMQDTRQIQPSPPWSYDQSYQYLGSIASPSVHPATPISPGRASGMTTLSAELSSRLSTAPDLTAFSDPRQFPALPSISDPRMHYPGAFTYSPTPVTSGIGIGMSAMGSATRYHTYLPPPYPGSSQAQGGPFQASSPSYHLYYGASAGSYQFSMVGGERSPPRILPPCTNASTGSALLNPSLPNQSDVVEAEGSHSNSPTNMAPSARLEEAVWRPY
Target sequence (Q13951 whole entry, looked up): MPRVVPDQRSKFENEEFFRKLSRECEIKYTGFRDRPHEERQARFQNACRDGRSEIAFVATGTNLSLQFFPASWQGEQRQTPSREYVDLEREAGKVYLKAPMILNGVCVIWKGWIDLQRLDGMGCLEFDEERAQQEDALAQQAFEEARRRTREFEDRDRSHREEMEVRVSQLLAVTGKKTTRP
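Room-temperature protein-protein interaction test with 30 nM each of His-tagged CBF-beta and biotinylated RUNX1, 15 min with compound, then 90 min with nickel plus streptavidin beads. Signal read in AlphaScreen mode.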
HTT aggregate: qHTS Multiplex Assay to Identify Dual Action Probes in a Cell Model of Huntington: Aggregate Formation (GFP). PC12 HttQ103-GFP aggregates, Acumen cytometry, 40 h. Potency, µM (doses to about 46.1 µM), for the others: at the highest dose activity change, negative = inhibition, most hits filed as inhibitors. 220,000 tested, 1.1% active. AID 1688, 2009; note: potency is the fitted concentration of half-maximal effect; % is set by controls: 0 for no effect and ±100 for the full control effect; nearly all actives have a fitted effect of over 60% in size
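PC12/HTTQ103-GFP, ecdysone-inducible; teb 100 nM; cpd qHTS titration; GFP aggregates read on laser cytometer, Ex 488/Em 500-530 nm.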
Epigenetic reg: Quantitative High-Throughput Screen for Regulators of Epigenetic Control. murine LDR cells, GFP reporter derepression, 30 h. Potency, µM (titrated, usually from 53.9 µM), for the others: top-dose GFP activation, hits mostly activators. 280,000 tested, 0.2% active; note: potency is the fitted concentration of half-maximal effect; % of control where 0% means no effect; nearly all actives have a fitted effect of over 60% in size
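Reporter derepression read as number of fluorescent GFP-positive objects, 20-120 um in size, counted by laser-scanning cytometer. Mouse LDR line with an epigenetically silenced CMV-GFP locus; compound incubation 30 h, 37 C.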
L3MBTL1 inh: qHTS Assay for the Inhibitors of L3MBTL1. Lethal(3)malignant brain tumor-like protein 1 (Homo sapiens), Q9Y468. AlphaScreen L3MBTL1–H3K9me1 peptide binding. Potency, µM (doses to about 57.1 µM), inactives show top-dose activity, negative = inhibition, usual class: inhibitors. 230,000 tested, 0.66% active; note: potency is the fitted concentration of half-maximal effect; % is set by controls: 0 for no effect and ±100 for the full control effect; nearly all actives have a fitted effect of over 60% in size
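Displacement of a biotinylated histone H3(1-15) peptide monomethylated at Lys9 (75 nM) from L3MBTL1 (50 nM) was measured by AlphaScreen after a 30 min room-temperature compound incubation; cefsulodin titration served as intraplate control.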
IMPase Li cell: qHTS Assay for Identifying the Cell-Membrane Permeable IMPase Inhibitors: Potentiation with Lithium. CHO-M1 cells, IP1 TR-FRET (IP-One), carbachol + lithium. Potency, µM (doses to about 59.4 µM), inactives show at the highest dose activity, negative = IMPase inhibition, actives largely listed as inhibitors. 210,000 tested, 0.35% active. AID 1457, 2008;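 note: IP1 builds up when IMPase is blocked and the TR-FRET signal falls; potency is the fitted concentration of half-maximal effect; plate controls were basal vehicle for no effect and high inhibitor control for full effect; nearly all actives have a fitted effect of over 50% in size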
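CHO cells stably expressing M1 receptor (2000/well, cultured 16–30 h) treated 30 min at 37C with compound plus low lithium. Cytosolic IP1 by TR-FRET (665/620 ratio and 620 channel) after 10 min lysis; AC50 by Hill fit.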
Numbers without * were called inactive; ? = inconclusive; . = not tested or not shown; & = joins results of further samples; ! = not confirmed by another sample; [ ] = dose if it differs, or a comment. Calls come from the whole dose curve; as a rule, active = well fitted curve in the direction sought with a large enough effect; inconclusive = small, poorly fitted or top-dose-only effect, or another doubt; inactive = no such curve, though single readings can be large; an effect the other way counts as inactive or inconclusive. An excerpt; rates above refer to the full screens.

SMILES	KinaseGlo FLuc	NPSR antagonist	CBFb-RUNX1 inh	HTT aggregate	Epigenetic reg	L3MBTL1 inh	IMPase Li cell
Cn1ccc2cc3c(cc21)CCN3C(=O)Nc1cccnc1	-3%&-2%	?	?	-6%	-0.2%&-1.2%	-3%	18%&30%
CC1(C)O[C@@H]2C[C@H]3[C@@H]4C[C@H](F)C5=CC(=O)C=C[C@]5(C)[C@@]4(F)[C@@H](O)C[C@]3(C)[C@]2(C(=O)CO)O1	9%	-32%	8%	30%	-1.0%	1%	-1%
O=C(c1ccccn1)N(Cc1cccs1)C1(C(=O)NC2CCCCC2)CCCCC1	-1%	-17%	6%	-24%	0.9%	?	6%
Cc1c(C)n(Cc2ccccc2)c2ccc(C(=O)OCCN(C)C)cc12	0%	51%	4%	-8%	-2.4%	?	9%
O=C1NC(=S)S/C1=C\C=C\c1ccc([N+](=O)[O-])o1	.	7.9µM*	.	?	?	.	.
C/C(=N\NC(=S)NCc1ccccc1)C1CCCCC1	-1%	-51%	?	-17%	-4.9%	-10%	9%
CC12CCC3C(=CCc4cc(O)ccc43)C1CCC2=O (stereo not drawn)	-3%	.	5%	.	-0.3%	.	15%
CCCCN(CCCC)CCCOC(=O)c1ccc(N)cc1	-1%	8%	14%	11%	-2.9%	6%	5%&20%&13%
COc1cc(N)c(Cl)cc1C(=O)N[C@H]1CCN(CCCOc2ccc(F)cc2)C[C@H]1OC	-2%[17.1 µM]	.	15%[21.7 µM]	18%[20.6 µM]	-0.3%[16.9 µM]	2%	2%
O=C1c2c(O)ccc(O)c2C(=O)c2c(NCCNCCO)ccc(NCCNCCO)c21	13µM*!	10µM*	?	10µM*	13µM*!	8.9µM*	30%&22%&22%
CCn1cc(C(=O)O)c(=O)c2cc(F)c(N3CCNC(C)C3)c(F)c21 (stereo not drawn)	-9%&-2%	20%[46.1 µM]	8%&8%	.	-0.1%&-1.3%	.	11%&5%
CCCCC(CC)COC(=O)c1ccccc1O (stereo not drawn)	5%[39.9 µM]	.	12%	0%	-4.6%	.	3%
O=C(c1ccc(F)cc1)C1CCN(CCn2c(=O)[nH]c3ccccc3c2=O)CC1	-3%[39.9 µM]	.	-6%	.	-4.6%	.	11%
C[C@@H]1CC[C@]2(C(=O)O)CC[C@]3(C)C(=CCC4[C@@]5(C)C[C@@H](O)[C@H](O)[C@@](C)(CO)C5CC[C@]43C)C2[C@H]1C (stereo partly drawn)	-2%[39.9 µM]	.	-12%	.	1.2%	.	0%
COc1cc(C=O)ccc1O	2%	.	7%&29%[21.7 µM]	.	-0.3%	.	5%&12%
CCN(CC)CCOc1ccc(Cc2ccccc2)cc1	0%	.	5%	?	3.2%&-2.4%	.	1%&19%
Cc1cc(=O)oc2cc(O)ccc12	3%[17.1 µM]	.	-3%[21.7 µM]	8%[20.6 µM]	1.4%[16.9 µM]	.	-18%
CCCC(=O)O[C@]1(C(=O)CCl)[C@@H](C)C[C@H]2[C@@H]3CCC4=CC(=O)C=C[C@]4(C)[C@@]3(F)C(=O)C[C@@]21C	-3%	3.2µM*	6%	-14%	-2.3%	-6%	12%
CCCOc1ccc2nc(NC(=O)OC)[nH]c2c1	-4%&-2%	9%	21%&11%	-5%&-22%	-1.0%&2.7%	32%[activator]	3%&-25%
Cc1ccccc1OCC(O)CO (stereo not drawn)	-5%	.	13%	-15%	-1.3%	.	-5%
O=C(O)Cc1cn(-c2ccccc2)nc1-c1ccc(Cl)cc1	1%	-28%	1%	2%&21%	-1.4%	9%	-4%
CCCCOc1cc(C(=O)OCCN(CC)CC)ccc1N	4%[17.1 µM]	.	-1%[21.7 µM]	2%[20.6 µM]	0.0%[16.9 µM]	-9%	7%
CCN(CC)CC1CCCCN1CC(=O)N1c2ccccc2C(=O)Nc2cccnc21 (stereo not drawn)	.	7%	11%&0%	2%	0.0%&1.1%	.	9%
CC[C@@]12CCCN3CCc4c(n(c5ccccc45)[C@](O)(C(=O)OC)C1)[C@H]32	4%	.	-2%&3%&3%[21.7 µM]	.	-1.4%	.	13%&-4%&4%
CN[C@@H]1[C@H](O)[C@H](NC)[C@H]2O[C@@]3(O)C(=O)C[C@@H](C)O[C@H]3O[C@@H]2[C@H]1O	5%&-1%	.	9%	.	-1.1%&-0.2%	.	5%&-4%

(list continues)
SMILES	KinaseGlo FLuc	NPSR antagonist	CBFb-RUNX1 inh	HTT aggregate	Epigenetic reg	L3MBTL1 inh	IMPase Li cell
CN(C)CCCSc1ccccc1NC(=O)/C=C/c1ccccc1	.	29%	8%&7%	-3%	8.4%&6.3%	.	5%
NC(=O)C[C@@H](N)C(=O)O	.	.	-1%	.	1.1%	.	-10%
COC(=O)c1ccccc1O	.	.	9%[21.7 µM]	5%	.	.	-13%
CN(C)C/C=C(\c1ccc(Br)cc1)c1cccnc1	-2%[7.66 µM]	.	15%&4%[21.7 µM]	.	0.3%	1%	-9%&20%&2%
CCC1(O)CC2CN(CCc3c([nH]c4ccccc34)[C@@](C(=O)OC)(c3cc4c(cc3OC)N(C)C3[C@]45CCN4CC=C[C@@](CC)([C@@H](OC(C)=O)[C@]3(O)C(=O)OC)[C@H]45)C2)C1 (stereo partly drawn)	-3%	?	17%	.	7.2%	.	-8%
CCCOc1ccc(C(=O)OCCN(CC)CC)cc1N	-10%[17.1 µM]	.	9%[21.7 µM]	.	3.9%[16.9 µM]	1%	9%
CCN(CCCCOC(=O)c1ccc(OC)c(OC)c1)C(C)Cc1ccc(OC)cc1 (stereo not drawn)	1%&-2%	-15%	9%&11%	29%	1.9%&-1.3%	-2%	24%&32%
CCC1OC(=O)C[C@H](O)C(C)[C@@H](O[C@@H]2OC(C)C(O)C(N(C)C)C2O)C(CCN2CC(C)CC(C)C2)CC(C)C(=O)/C=C/C(C)=C\[C@@H]1COC1OC(C)C(O)C(OC)C1OC (stereo partly drawn)	-9%	.	5%	-24%	-1.3%	.	22%
O=C(O)c1cc(=O)c2ccccc2o1	-5%	.	6%	0%	0.3%	.	1%
COc1cc(C2Oc3cc(C4Oc5cc(O)cc(O)c5C(=O)C4O)ccc3OC2CO)ccc1O (stereo not drawn)	0%&-1%	-40%	1%&3%	-3%	5.8%&-0.3%	-7%	8%&20%
CC1CCC2(C(=O)O)CCC3(C)C(=CCC4C3(C)CCC3[C@@]4(C)CC(O)C(O)[C@@]3(C)CO)C2C1C (stereo partly drawn)	-3%	.	.	.	5.0%	.	4%
COc1cc2nc(N3CCN(C(=O)[C@@H]4COc5ccccc5O4)CC3)nc(N)c2cc1OC	2%[17.1 µM]	.	5%[21.7 µM]	0%	1.4%[16.9 µM]	.	7%
Cc1scc2c1N(C(=O)CN1CCN(C)CC1)c1ccccc1NC2=O	-2%	-11%[46.1 µM]	?	16%&4%	-0.2%	?	25%&28%&35%&28%&18%&8%
Cc1ccsc1/C=C\C1=NCCCN1C	-1%[17.1 µM]	.	17%[21.7 µM]	22%[20.6 µM]	0.0%[16.9 µM]	.	0%
COc1cc(N)c(Cl)cc1C(=O)N[C@@H]1CCN(CCCOc2ccc(F)cc2)C[C@@H]1OC	.	-32%	4%	.	3.1%	.	.
CCCCCCCCCCCCCCC[C@@H](O)[C@@H](N)CO	0%&2%	.	?	.	1.1%&-1.1%&-1.5%	.	1%&11%&6%
CCc1cccc(CC)c1NC(=O)CN(CC(=O)O)CC(=O)O	4%[17.1 µM]	.	1%[21.7 µM]	-11%[20.6 µM]	-0.3%[16.9 µM]	13%	-10%
CN(C(=O)c1c(O)c2ccccc2n(C)c1=O)c1ccccc1	2%	.	2%[21.7 µM]	21%	4.2%	.	9%
CC(=O)Oc1ccc2c(C)cc(=O)oc2c1	-3%	-5%[46.1 µM]	6%	0%	-1.9%	.	?
Nc1c2ccccc2nc2ccccc12	0%	26%	12%	?	?	4%&0%	4%&1%
CCc1ccccc1OC[C@@H](O)CN[C@H]1CCCc2ccccc21	0%	.	16%[21.7 µM]	.	0.0%	7%	1%
CC(C)NNC(=O)c1ccncc1	-3%	6%[46.1 µM]	11%	-3%&24%	-1.1%	5%	?
COc1ccc(-c2cc(C(F)F)nn2-c2ccc(S(N)(=O)=O)cc2)cc1F	-5%	.	12%	8%	0.8%	.	4%
COc1ccc(C(=O)c2ccccc2)c(O)c1	3%	-23%[46.1 µM]	-4%	11µM*!	1.7%	16%	11%[38.3 µM]
Nc1ncnc2c1c(-c1ccc(Oc3ccccc3)cc1)cn2C1CCCC1	-2%	?	?	.	2.3%	?	22%

Other records
SMILES	KinaseGlo FLuc	NPSR antagonist	CBFb-RUNX1 inh	HTT aggregate	Epigenetic reg	L3MBTL1 inh	IMPase Li cell
Cc1cc(Cn2cnc3c2C[C@@H](C(=O)O)N(C(=O)C(c2ccccc2)c2ccccc2)C3)ccc1N(C)C	3%	.	17%[21.7 µM]	.	-2.8%	.	7%
CCCCCCCCCCCCCCCC(O)C(N)CO (stereo not drawn)	-1%	-51%	?	?	?	3%	-5%
C[C@@]12CC[C@H]3[C@@H](CCC4=CC(=O)CC[C@]43C)[C@H]1CC[C@H]2C(=O)CO	-3%[17.1 µM]	.	6%[21.7 µM]	-6%[20.6 µM]	-0.4%[16.9 µM]	.	7%
C=C1c2cccc(O)c2C(O)=C2C(=O)[C@@]3(O)C(O)=C(C(N)=O)C(=O)[C@@H](N(C)C)[C@@H]3[C@@H](O)[C@H]12	-4%[17.1 µM]	.	.	14%[20.6 µM]	-1.4%[16.9 µM]	.	-3%
CC1(C)[C@@H](O[C@H]2O[C@H](C(=O)O)[C@@H](O)[C@H](O)[C@H]2O[C@@H]2O[C@H](C(=O)O)[C@@H](O)[C@H](O)[C@H]2O)CC[C@]2(C)[C@H]3C(=O)C=C4[C@@H]5C[C@@](C)(C(=O)O)CC[C@]5(C)CC[C@@]4(C)[C@]3(C)CC[C@@H]12	3%[39.9 µM]	.	1%	.	-3.1%	.	4%
CCCC(=O)O[C@]1(C(=O)COC(C)=O)CC[C@H]2[C@@H]3C[C@H](F)C4=CC(=O)C=C[C@]4(C)[C@@]3(F)[C@@H](O)C[C@@]21C	0%	2.5µM*	5%	-6%	-4.2%	-6%	28%
